Assay outcomes as filed in PubChem.
mcGAS lum = cyclic GMP-AMP synthase inhibitors, mouse, primary biochemical chemiluminescence. recombinant cGAS, Kinase-Glo ATP depletion luminescence. inhibition, % at 12.5 µM. 0.15% of 160,000 active. AID 1259399, 2018;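 also: 0% = negative control wells and 100% = reference inhibitor with no enzyme activity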
NPYLR7 ag = agonists of mosquito NPYLR7 receptor, primary screen, cell-based, Aedes aegypti, calcium fluorescence, mosquito biting behavior; Aedes aegypti neuropeptide Y-like receptor 7 (NPYLR7); HEK293T NPYLR7/Galpha15, GCaMP6s calcium fluorescence; activation, % at 10 µM; 0.15% of 270,000 active; AID 1259423, 2018; in the data active = activation above about 40%;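 also: 0% = vehicle and 100% = reference agonist at the receptor; some compounds past the cut are filed as inactive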
hcGAS inh = Primary biochemical luminescence assay for human cyclic GMP-AMP synthase inhibitors | recombinant h-cGAS, ATP depletion, Kinase-Glo luminescence | inhibition, % at 12.5 µM | 0.081% of 290,000 active | AID 1259398, 2018;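 also: 0% = vehicle reaction and 100% = reaction without DNA for no activity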
Target sequence (Q8N884 whole entry, looked up): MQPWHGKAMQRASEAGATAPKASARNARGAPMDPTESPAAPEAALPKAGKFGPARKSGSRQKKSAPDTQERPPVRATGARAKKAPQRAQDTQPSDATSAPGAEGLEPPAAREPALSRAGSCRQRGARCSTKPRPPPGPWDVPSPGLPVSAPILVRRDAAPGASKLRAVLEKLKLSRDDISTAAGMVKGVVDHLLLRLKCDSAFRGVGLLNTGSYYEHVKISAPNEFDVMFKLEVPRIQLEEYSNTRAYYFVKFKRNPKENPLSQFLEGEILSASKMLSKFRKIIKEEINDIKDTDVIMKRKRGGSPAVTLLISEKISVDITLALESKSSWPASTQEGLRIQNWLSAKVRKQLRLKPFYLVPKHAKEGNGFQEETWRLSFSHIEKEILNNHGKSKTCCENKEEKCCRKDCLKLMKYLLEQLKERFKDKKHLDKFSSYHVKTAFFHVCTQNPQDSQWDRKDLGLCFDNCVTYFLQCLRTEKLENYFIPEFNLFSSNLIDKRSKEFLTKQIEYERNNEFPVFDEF
Starred values were filed as active, the others as inactive; . = not tested or not shown. Rule as the data show it, unless noted: active = inhibition above about 40%; inactive = the rest.

Preview (3 entries):
Compound	mcGAS lum	NPYLR7 ag	hcGAS inh
C=CCNC(=O)N1[C@@H](c2ccco2)[C@@H](C(=O)OCC)C[C@]12CCCCN(CCOC(C)=O)C2=O	-4	0	6
O=[N+]([O-])c1cc(O)c(N=Cc2ccc[nH]2)cc1Cl	.	2	-2
C=CCNC(=O)C(NC(=O)c1ccc(OC)cc1)C1CCN(C(=O)c2ccc(F)cc2)CC1 (centres undefined)	-3	-21	-1

The whole of this part (from the top)
Compound	mcGAS lum	NPYLR7 ag	hcGAS inh
C=CCNC(=O)N1[C@@H](c2ccco2)[C@@H](C(=O)OCC)C[C@]12CCCCN(CCOC(C)=O)C2=O	-4	0	6
O=[N+]([O-])c1cc(O)c(N=Cc2ccc[nH]2)cc1Cl	.	2	-2
C=CCNC(=O)C(NC(=O)c1ccc(OC)cc1)C1CCN(C(=O)c2ccc(F)cc2)CC1 (centres undefined)	-3	-21	-1
Cc1ccc(-n2nnnc2CNS(=O)(=O)c2ccc3ccccc3c2)cc1	-8	-2	-7
Cn1cc(NC(=O)CN2CCC(O)(CO)CC2)cn1	-13	-3	-9
C=C(C)CN1C(=O)CSc2nnc(COc3ccc(C(C)(C)C)cc3)n21	-6	.	-8
COc1cc(NS(=O)(=O)c2c(C)c(C)c(C)c(C)c2C)cc(OC)c1OC	-9	6	-6
Cc1ccc(C(=O)N2CCC(C(Cc3ccc(F)cc3F)N(C)C(=O)c3cccnc3)CC2)cc1C (centres undefined)	-9	12	-6
COc1ccc(C2CCN(Cc3ccc(Sc4nncn4C)o3)c3ccccc3S2)cc1C (centres undefined)	-9	8	-8
CCCCc1ncc(-c2c(-c3ccccc3)ncn2CCC2CCCN2C)[nH]1 (centres undefined)	.	0	7
CN1CCCC2(CCN(C(=O)CCCS(N)(=O)=O)C2)C1=O (centres undefined)	-3	.	-9
COc1ccc(C)cc1NC(=O)CSc1ccc(-c2sc(C)nc2C)nn1	-3	-18	4
C=CCN1C(=O)C(=NN=Cc2c[nH]c3ccccc23)c2ccccc21	.	-1	3
CCSCCC(C)N(C)c1ncnc2[nH]ncc12 (centres undefined)	-12	3	-9
O=C(CSc1nc2ccc(Cl)cc2c(=O)n1-c1ccc(F)cc1F)N1CCCC1	.	-1	2
CCNc1ccnc(N2CCN(C/C=C/c3ccccc3)CC2)n1	-12	-4	-8
COc1cccc(-n2cc(CN(C)Cc3cccc4nonc34)cn2)c1	.	3	-7
O=C(c1ccccc1)N1CCCC(N2CCN(c3ccc(F)cc3)CC2)C1 (centres undefined)	.	0	-1
Cc1ccc(Cl)c(NC(=O)N2CCN(c3ncccc3C(=O)NCc3cccs3)CC2)c1	-7	-2	-5
COc1ccc(/C=C2\SC(=S)N(CCCCCC(=O)N3CCN(C)CC3)C2=O)cc1	-7	11	-7
Cc1cc(C)c(Cn2ccnc2CN(C(=O)C2CCCC2)C2CCCCC2)c(C)c1	0	13	1
CCOC(=O)c1nn(-c2ccccc2Cl)c(=O)cc1OCC(=O)NCc1ccccc1OC	.	9	-3
O=C1C(C(c2ccccc2)N2CCN(CCO)CC2)Sc2ncnn21 (centres undefined)	-5	6	-2
CC(C)CN(CC(=O)N(CCc1c[nH]c2ccccc12)Cc1ccc(C(F)(F)F)cc1)C(=O)/C=C/c1ccccc1	-5	30	-2
COc1coc(C(=O)N2CCN(c3cc(C)ccc3C)CC2)cc1=O	.	9	-7
CCOC(=O)C1=C(C)NC(=O)CC1c1cccc([N+](=O)[O-])c1 (centres undefined)	-7	10	-3
N=c1sccn1CC(=O)Nc1ccccc1	.	8	-11
Cc1ccc(C(CC(=O)NCc2ccc3c(c2)OCO3)c2cn(C)c3ccccc23)cc1 (centres undefined)	-8	5	-6
COc1cccc(NC(=O)Cn2nc(Nc3ccc(C)cc3)c(S(=O)(=O)c3ccccc3)c2N)c1	-8	6	-7
COCCCN(Cc1c(-c2ccccc2)noc1N1CCCC1)C(=O)c1ccc(F)cc1	-6	4	-4
CC(=O)N1CCC2(CCC(N3CCC(Cn4cccn4)CC3)CC2)CC1	.	5	0
CCCN(CC(=O)N(Cc1ccc(F)cc1)Cc1ccc(C)s1)C(=O)Nc1cccc(F)c1	-6	-2	-7

For reference, 2 of the compounds above.
Compound	mcGAS lum	NPYLR7 ag	hcGAS inh
COc1coc(C(=O)N2CCN(c3cc(C)ccc3C)CC2)cc1=O	.	9	-7
CCOC(=O)C1=C(C)NC(=O)CC1c1cccc([N+](=O)[O-])c1 (centres undefined)	-7	10	-3

The list continues.
Compound	mcGAS lum	NPYLR7 ag	hcGAS inh
CC(NC(=O)CCN(Cc1ccccc1)c1nc(Cc2ccccc2)ns1)c1ccccc1 (centres undefined)	-4	-7	-9
CC(C)=NNC(=O)CN(C1=NS(=O)(=O)c2ccccc21)c1ccccc1	-7	-15	-7
CC(=O)Cn1c(=O)c2c(nc3n(-c4cccc(Cl)c4)c(C)cn23)n(C)c1=O	.	0	6
Cc1c(C(C)NC(=O)Cc2ccn(C)c2)cnn1-c1ccccn1 (centres undefined)	.	5	-3
COc1cccc(C(=O)N(C)C2CCC(C)CC2)c1O (centres undefined)	.	11	-6
CC(C)N(C(=O)COc1cccc2c1CCNC2=O)C(C)C	.	9	-1
Cc1ccc(C)c(S(=O)(=O)Nc2ccccc2C(=O)NCc2ccc3c(c2)OCO3)c1	-6	23	-9
CCS(=O)(=O)N1Cc2ccccc2CC1C(=O)Nc1cc(C)nc2ccccc12 (centres undefined)	-13	1	-12
Cc1nc(N2CCCC2CO)nc(C)c1CC(C)C (centres undefined)	-6	13	-7
O=C(Cc1c[nH]c2ccccc12)N1CCCC(CO)(Cc2ccccc2)C1 (centres undefined)	-12	10	-1
CCN(Cc1nnnn1C1CC1)c1cc(C)ccc1C	.	-2	-7
CC(Sc1ncn[nH]1)C(=O)NCc1ccc(Cl)cc1 (centres undefined)	.	6	-11
CCCN(CC(=O)NC(=O)NC1CCCCC1)Cc1ccccc1O	.	7	1
COc1cc(OC)cc(C2c3cccn3CCCN2Cc2ccc(Cl)cc2)c1 (centres undefined)	-6	15	-5
Cc1ccccc1-c1ncc(CNCc2csc(-c3cnccn3)n2)s1	-13	-6	-6
c1ccc(-n2cnnc2)c(N2CCCC2)c1	-17	-2	0

Part of the list above in order of heavy-atom count, lowest first.
Compound	mcGAS lum	NPYLR7 ag	hcGAS inh
Cc1nc(N2CCCC2CO)nc(C)c1CC(C)C (centres undefined)	-6	13	-7
CCCN(CC(=O)NC(=O)NC1CCCCC1)Cc1ccccc1O	.	7	1
COc1cc(OC)cc(C2c3cccn3CCCN2Cc2ccc(Cl)cc2)c1 (centres undefined)	-6	15	-5

Continued:
Compound	mcGAS lum	NPYLR7 ag	hcGAS inh
CC(C)c1nnc(CCC(=O)N(c2ccc(Cl)cc2)C(C)C)o1	.	0	-7
CCC(C)N(Cc1ccc(OS(=O)(=O)C(C)C)cc1)C(=O)c1ccccc1Cl (centres undefined)	-8	21	-2
O=C1C[C@H]2CC[C@@H](CN1)N2C(=O)CCc1cccnc1	-11	8	-3
Cc1sc2ncnc(NCCOCCO)c2c1C	.	1	-1
COc1cc(C(=O)Nc2ccccc2N2CCC(C)CC2)cc(OC)c1OC	.	0	1
CC(C)(C)Oc1ccc(NC(=O)NCCc2ccc(O)cc2)cc1	.	-1	-6
Cc1ccc(-n2cc(CN(C)Cc3cnccn3)c(-c3cccc(C)c3)n2)cc1	-9	15	-8
CCOC(=O)C1CCN(C(=O)CC2CSc3nc(C(C)C)cc(=O)n32)CC1 (centres undefined)	.	-3	-4
CCOc1ccc(-c2cc(C(=O)NCCC#N)c3ccccc3n2)cc1	0	15	1
O=c1[nH]cnc2c1oc1ccccc12	.	0	-5
Cc1noc(C)c1C(c1ccccc1)S(=O)(=O)c1ccccc1 (centres undefined)	.	2	4
CCOC(=O)C1=C(c2ccc(OC)cc2)NC(=O)NC1c1ccc(Cl)cc1 (centres undefined)	.	-2	-1
c1nc(Sc2nnc(NC3CC3)s2)c2ccsc2n1	.	3	-9
OC(CNC1CCCCC1)COC12CC3CC(CC(C3)C1)C2 (centres undefined)	-8	3	-6
CC(c1nc2cc(Cl)ccc2c(=O)n1C)N(C)C(=O)C(Cl)c1ccccc1 (centres undefined)	22	-3	-8
O=C(CCC1CCCN(C(=O)c2cccc(Cl)c2)C1)NC1CC1 (centres undefined)	.	3	-3
Cc1ccc(Sc2ccc(S(=O)(=O)NC(C)C)cn2)cc1	.	9	-6
CCCCNC(=O)Cn1cnc2c(cnn2-c2ccccc2)c1=O	.	-3	-10
Cc1cc(C)nc(NC(=O)NCCCSc2nncn2C)n1	.	10	-13
CCOC(=O)[C@@H]1[C@H](c2ccccc2)[C@@H](NC(=O)OCCOC)[C@H]2CCCCN21	-7	12	-2
CCOCCCN(CC(=O)N(Cc1cccn1Cc1ccccc1)C1CCCCC1)S(=O)(=O)c1cc(Cl)ccc1Cl	-6	15	-6
Cc1ccc(-c2nc3c(NCc4cccc(N(C)C)c4)nccc3[nH]2)cc1	-9	-6	-6
CC(=O)N1N=C(c2ccccc2)OC1C(=O)N1C[C@@H](C)N[C@@H](C)C1 (some centres undefined)	.	2	1
Cc1nc2ccccn2c1CN(C)C(=O)c1ccc2nc(Cc3ccccc3F)oc2c1	.	10	-2
COc1ccc(NC(=O)c2sc(=S)[nH]c2N)cc1	.	-5	-5
O=C(Cc1cccc(O)c1)NCCC(O)c1ccccc1 (centres undefined)	.	3	-1
CC(C)c1ccc(C2C3CSCC=C3C(C#N)C(=N)C2(C#N)C#N)cc1 (centres undefined)	.	5	-5
COc1cc2nc(-c3ccc(C)o3)cc(C(=O)NCc3cc(C(F)(F)F)ccc3F)c2cc1OC	-5	-1	-4
O=C(c1cccc(F)c1)N1CCN(C(C(=O)N2CCc3ccccc3C2)C2CCCC2)CC1 (centres undefined)	.	-3	7
C=CCNS(=O)(=O)c1ccc(C(=O)Nc2cc(C)nc3ccc(C)cc23)cc1	.	-5	-5
CC1(C(=O)Nc2ccccc2)CCN1C(=O)c1ccco1 (centres undefined)	.	1	-10
COc1ccc(Cl)cc1NC(=O)CCN1CCOC2CCCCC21 (centres undefined)	.	-1	2
Cc1cc(C(=O)N2CCC3(CC2)C(=O)NCCN3C)n[nH]1	.	24	-2
CCOc1ccc(N2C(=O)C3N=NN(Cc4cccc(C)c4)C3C2=O)cc1 (centres undefined)	-7	1	-6
CNC(=O)COC(=O)COc1ccc(C#N)cc1	.	2	-5
CCOC(=O)c1cc(-c2ccc(N3CCN(C(=O)Cc4ccccc4)CC3)cc2)n(-c2ccccc2C)n1	-2	38	1
CCOC(=O)c1[nH]c(C)c(C(=O)N(C)CC2CCN(CCc3ccc(F)cc3)CC2)c1C	-12	9	-8
Cc1cccc(NC(=O)Nc2ccc(N3CCCC3)c(C(=O)NCCc3ccccc3)c2)c1C	-9	-6	-8
Cc1ccc(-n2nc(-c3ccccc3)cc2NC(=O)CN(CC(C)C)C(=O)Nc2ccccc2F)cc1	-2	9	1
Cc1cccc(CSc2sc3c(O)cc(=O)[nH]c3c2C(N)=O)c1	1	-1	0
COc1ccc(N2CCC(NCc3cccc(C#N)c3)CC2)cc1	-15	18	-8
CCCC(=O)N1CCCC1(C)C(=O)Nc1cc(C)ccc1C (centres undefined)	-8	7	-17
Cc1ccc(C(=O)N(Cc2cc(-c3cccs3)on2)C(C)C)cc1	.	2	-14
O=C(Nc1ccc(Nc2cc(-n3ccnc3)ncn2)cc1)C(c1ccccc1)c1ccccc1	-11	5	-6
Cn1ccn2ncc(C(=O)NCCc3ccccn3)c12	-10	-2	-5
COc1cc(C=NNC(=O)c2c(C)nc3ccccn23)cc([N+](=O)[O-])c1O	.	-1	3

The order is random; about 0.29% have a hit in one of these screens.
